High-throughput results as filed in PubChem.
HSF1 inh = HSF1 inhibition; NIH3T3-HGL HSE-luciferase, MG132-induced, luminescence 8 h; hits give low values; activity change, negative = inhibition, % at 7.5 µM (by protocol); hit rate 0.77% among 300,000; AID 2098;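 active = more than half of replicate wells show activity change below -50%, luminescence cut by over half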;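 also: luciferase reports HSF-1 transcriptional activity via heat shock element; 0% = median of DMSO wells and -100% = zero luminescence signal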
HSF1 activator = increases HSF-1 driven luciferase reporter signal; NIH3T3-HGL HSF-1 luciferase reporter, MG132, 8 h; 100% = twice DMSO control signal; activation, % at 9 µM; hit rate 1.7% among 300,000;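 active = mean replicate activation of at least 50% with a set share of replicates each reaching 50%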;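 also: 0% = median of the neutral control wells and 100% = twice that signal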
GSK3beta inhib = blocks human GSK3beta kinase activity; hit rate 0.038% among 300,000; GST-GSK3beta kinase, ADP-Glo luminescence, 60 min; hits give low values; P49841; activity score (negative = inhibition), % at 10 µM;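 active = more than half of replicate wells score below -50%, meaning over 50% inhibition versus plate controls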;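 also: 0% = median DMSO wells and -100% = median GW8510 positive control wells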
Target sequence (P49841 whole entry, looked up): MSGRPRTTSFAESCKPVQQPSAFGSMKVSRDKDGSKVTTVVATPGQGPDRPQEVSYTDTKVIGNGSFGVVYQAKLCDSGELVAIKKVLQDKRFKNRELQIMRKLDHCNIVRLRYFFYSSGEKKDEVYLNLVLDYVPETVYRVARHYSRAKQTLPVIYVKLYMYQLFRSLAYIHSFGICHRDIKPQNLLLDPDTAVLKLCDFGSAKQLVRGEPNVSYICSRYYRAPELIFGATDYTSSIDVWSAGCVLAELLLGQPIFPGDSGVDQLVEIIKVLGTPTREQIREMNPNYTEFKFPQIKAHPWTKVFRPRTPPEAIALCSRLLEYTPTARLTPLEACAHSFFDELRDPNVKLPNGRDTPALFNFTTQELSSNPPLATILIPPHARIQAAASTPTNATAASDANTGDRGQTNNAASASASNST
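Test system: GST-fused GSK3beta enzyme, cell-free | Quantity: 1.6 ng GST-GSK3beta enzyme per well | Reagent: 25 µM ATP with peptide substrate | Schedule: 60 min enzyme reaction, room temperature | Signal: Luminescent ADP-Glo measurement of ADP formed | Read-out basis: Score relative to plate controls | Control set: DMSO and 20 µM GW8510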
KLF5 inhibitor = kruppel-like factor 5 inhibition | DLD-1 KLF5 promoter-luciferase reporter, luminescence | inhibition, % at 5 µM | hit rate 0.23% among 290,000;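 active = inhibition above a per-plate limit of that plate's mean compound inhibition plus 3 SD, cut at about 60% in these data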;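 also: 0% = DMSO wells and 100% = LY294002 at 200 µM; higher means less KLF5 promoter-driven luciferase light; inactives centre near -14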
GSK3A inh = blocks human GSK-3 alpha kinase. P49840. ADP-Glo luminescence, 60 min. inhibition, % at 10 µM. hit rate 0.1% among 320,000. AID 2650;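 in the data active = inhibition above about 50%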;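 also: GST-tagged GSK-3 alpha with peptide substrate and 25 µM ATP; 0% = DMSO neutral wells and 100% = GW8510 positive control wells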
Target sequence (P49840 whole entry, looked up): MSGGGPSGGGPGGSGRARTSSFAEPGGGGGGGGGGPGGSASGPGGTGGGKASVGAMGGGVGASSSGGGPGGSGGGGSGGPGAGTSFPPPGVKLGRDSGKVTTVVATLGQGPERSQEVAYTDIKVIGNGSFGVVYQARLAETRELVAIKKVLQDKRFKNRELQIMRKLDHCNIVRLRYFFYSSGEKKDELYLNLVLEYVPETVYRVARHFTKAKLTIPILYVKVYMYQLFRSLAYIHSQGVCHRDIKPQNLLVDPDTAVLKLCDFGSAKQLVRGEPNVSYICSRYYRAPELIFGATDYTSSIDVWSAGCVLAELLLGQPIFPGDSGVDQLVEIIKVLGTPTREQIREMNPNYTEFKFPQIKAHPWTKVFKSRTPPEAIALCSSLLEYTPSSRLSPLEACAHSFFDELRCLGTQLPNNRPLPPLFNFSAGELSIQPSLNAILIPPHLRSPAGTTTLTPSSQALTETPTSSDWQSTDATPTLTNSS
Platelet DG rel = modulates dense granule release in human platelets; human platelet-rich plasma, SFLLRN dense granule ATP release, luminescence; inhibition, %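 (compounds screened at 7.5 µM in platelet-rich plasma)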; hit rate 0.22% among 300,000; AID 1663;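 active = mean replicate score, as percent of positive control, at or above 50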
HSP90 inh = HSP90 refolding inhibition in rabbit reticulocyte lysate. luciferase refolding luminescence, 3 h. inhibition, % at 5.6 µM. hit rate 0.91% among 290,000. AID 1789;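 active = inhibition above the screen-wide mean plus 3 SD, computed separately per campaign, cut at about 16% in these data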;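 also: 0% = DMSO wells and 100% = 60 µM geldanamycin wells; inhibitors lower the luminescence because luciferase stays unfolded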
DYRK1A inh = Dyrk1A (rat) kinase inhibition; ADP-Glo luminescence, NFATc1 peptide; inhibition, % at 12.5 µM; hit rate 0.43% among 310,000; AID 504441; in the data active = inhibition above about 50%;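 also: plate controls were vehicle with enzyme for no effect and no enzyme for full effect; many of its hits are not listed in these tables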
IEC-6 cytotox = kills IEC-6 intestinal cells in KLF5 counter-screen; hit rate 0.78% among 290,000; AID 1825; inhibition, % at 5 µM; IEC-6 cytotoxicity, luminescence viability; in the data active = inhibition above about 22%;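 also: 0% = plate median of test compound wells and 100% = cytotoxic reference compound wells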
aSyn 5UTR inh = MLPCN primary screen, SNCA 5' untranslated region; hit rate 0.82% among 300,000; AID 1813; alpha-synuclein 5'UTR reporter, inhibitor activity; inhibition, % (tested at 7.5 µM); in the data active = inhibition above about 60%;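 also: H4 neuroglioblastoma cells stably carrying SNCA 5'UTR luciferase fusion; 0% = DMSO wells and 100% = positive control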
Numbers without * were called inactive; . = no result given. Not all compounds are listed. The share of hits here may be higher or lower than overall.

SMILES	HSF1 inh	HSF1 activator	GSK3beta inhib	KLF5 inhibitor	GSK3A inh	Platelet DG rel	HSP90 inh	DYRK1A inh	IEC-6 cytotox	aSyn 5UTR inh
COc1cc(NC(=O)COC(=O)/C=C/c2ccc(OC)c(OC)c2)cc(OC)c1	-9	-2	0	6	0	-6	0	-3	4	-5
O=C(O)CC1SC(=Nc2ccccc2)N(c2ccccc2)C1=O (stereo unspecified)	-3	-15	-2	19	-2	-5	6	-7	5	-12
COCCN(C(=O)CSc1nn(-c2ccc(F)cc2)c(=S)s1)c1c(N)n(CC(C)C)c(=O)[nH]c1=O	13	28	1	.	0	-16	.	2	.	-9
Cc1ccc(-n2nnc(-c3cc4ccccc4n3C)n2)cc1	18	27	1	-26	10	-4	0	0	4	-88
CCOCCCNc1ccc(N2C(=O)CCCC2=O)cc1[N+](=O)[O-]	0	-18	-2	-23	-3	6	-6	-6	-5	12
CC1=C(C)NC(=S)SC1	-4	-6	-1	-8	-4	6	-2	7	7	-8
O=C1NC2(CCCCC2)N=C1c1ccc(F)cc1	6	-7	1	-24	0	8	-3	-5	-8	18
Cn1nc(Cc2cccc3ccccc23)c(C#N)c1N	-7	-15	2	.	-2	-3	.	3	.	5
Cc1ccccc1CS(=O)(=O)Cc1ccc(C(=O)NCc2ccccn2)o1	-6	-3	3	-14	-4	-5	2	5	-5	8
Cc1cc2c(cc1C)CSC(c1ccc3ccccc3c1O)SC2	9	19	-1	-5	-2	4	5	4	-3	24
CCn1c(CSCc2ccc(C)cc2)n[nH]c1=S	1	-9	0	-51	4	-2	0	-3	-7	-5
CCCCOc1ccc(C(=O)Oc2ccc(C)nc2)cc1	4	-12	-1	-27	-4	0	-3	-6	-1	5
CCN(CC)S(=O)(=O)c1ccc(C(=O)Nc2ccc(OCC(=O)N3CCOCC3)cc2)cc1	-7	9	-1	-6	-2	2	-2	9	0	22
Cc1sc(NC(=S)NC(=O)c2ccccc2)c(C#N)c1C	18	43	0	-5	4	-1	-2	-3	1	-54
NC(=O)C1(N2CCCCC2)CCN(CC(=O)Nc2ccc(Oc3ccccc3)cc2)CC1	1	4	1	-16	-3	-4	2	3	1	28
CCOC(=O)c1c(CN(C)C)n(-c2ccccc2)c2cc(Br)c(OC)cc12	11	5	2	5	-2	2	-1	-3	1	26
O=C(c1ccc(Br)cc1)N1CCC(C(=O)N2CCN(c3ccccc3)CC2)CC1	2	-5	-4	0	-6	-12	4	-2	19	0
O=C(CCN1CCN2CCCC2C1)N1c2ccccc2Sc2ccc(Cl)cc21 (stereo unspecified)	2	-2	-1	-14	-1	-2	3	4	-2	-17
O=C(CSCC(=O)Nc1ccccc1)N/N=C/c1c(O)ccc2ccccc12	-3	1	-1	68*	-3	-5	-8	3	-2	76*
O=C(Nc1ccc2c(c1)OCCO2)C1CCCN1C(=O)Nc1ccccc1 (stereo unspecified)	1	-2	0	-26	-2	-3	1	-5	6	-3
CC(=O)c1cc2c(cc1N/C(=N/S(=O)(=O)c1ccc(C)cc1)c1ccc(Cl)cc1)OCO2	-7	-7	0	30	0	-1	3	0	15	34
O=C(c1ccc([N+](=O)[O-])cc1)N1CCSC1c1ccc(Cl)cc1 (stereo unspecified)	6	6	1	-19	-1	2	1	-2	-3	6
O=C(Nc1ccccc1N1CCOCC1)c1cccnc1Cl	-1	-7	2	-34	1	-12	-1	-8	-1	1
Cc1c(C(=O)OCC(=O)Nc2ccc(S(N)(=O)=O)cc2)oc2c1ccc1ccccc12	-5	-15	4	-13	-8	-1	-3	11	-3	36
COc1ccccc1OCC(=O)Nn1c(=S)[nH]c2ncccc2c1=O	-2	-3	5	-10	-3	-7	0	-6	-4	27
C/C(=N\NC(=O)c1ccc([N+](=O)[O-])cc1)c1c(O)cc(C)oc1=O	-2	-3	5	12	-6	11	-1	-1	2	0
CC(C)Oc1cccc(C(=O)N2CCCC2)c1	-3	11	-1	-11	-1	-1	6	0	7	25
CC1=CC(C)(C)NC(=S)N1c1ccc(C)cc1C	-4	-4	3	-4	-2	4	-6	-2	-2	-21
CC(Oc1ccccc1)C(=O)N1CCN(c2ccc(N3CCCCC3)nn2)CC1 (stereo unspecified)	-3	6	4	.	-1	3	.	.	.	3
CCCCCCCCCCSc1n[nH]c(N)n1	7	13	2	4	2	7	0	4	17	-4

Full records, looked up by structure. Order of values: HSF1 inh	HSF1 activator	GSK3beta inhib	KLF5 inhibitor	GSK3A inh	Platelet DG rel	HSP90 inh	DYRK1A inh	IEC-6 cytotox	aSyn 5UTR inh
`O=C(c1ccc([N+](=O)[O-])cc1)N1CCSC1c1ccc(Cl)cc1` (stereo unspecified) reads 6	6	1	-19	-1	2	1	-2	-3	6
`O=C(Nc1ccc2c(c1)OCCO2)C1CCCN1C(=O)Nc1ccccc1` (stereo unspecified) reads 1	-2	0	-26	-2	-3	1	-5	6	-3

Later entries
SMILES	HSF1 inh	HSF1 activator	GSK3beta inhib	KLF5 inhibitor	GSK3A inh	Platelet DG rel	HSP90 inh	DYRK1A inh	IEC-6 cytotox	aSyn 5UTR inh
COc1ccc(C(C)=O)cc1COC(=O)c1ccc(N)c([N+](=O)[O-])c1	2	23	-1	2	-2	-2	-5	-3	31*	18
O=C(CSc1nnc(-c2ccccc2O)n1-c1ccccc1)Nc1cccc(C(=O)O)c1	-5	-1	-1	-43	1	11	2	1	1	-2
Cc1[nH]n(-c2ccccc2)c(=O)c1C(=O)c1ccccc1	-13	-6	9	-22	-1	-10	4	3	2	-15
O=C1CC(c2ccc(F)cc2)C2=C(CCCC2=O)N1 (stereo unspecified)	7	9	7	-3	-5	8	3	2	6	-4
O=S(=O)(c1ccccc1)N1CCC(O)(CSc2ccc(F)cc2)CC1	-3	-14	3	-37	-4	12	2	2	-5	26
O=C(Oc1ccc2c(c1)OCO2)c1cc2c(s1)CCC2	33	81*	3	-14	-4	5	3	4	-4	-17
C/C(=N/NS(=O)(=O)c1ccccc1)c1ccc(NC(=O)C2CC2)cc1	-23	-20	0	4	-1	-3	-3	-3	0	-4
CCn1c(O)c(N=NC(=O)CNC(=O)Cc2ccccc2)c2ccccc21	0	13	0	3	-1	-5	-1	-7	2	-4
CC(C)=CC(=O)N1CCCc2ccccc21	4	2	7	5	0	-4	-1	-1	0	8
CN(C(=O)COC(=O)c1ccc([N+](=O)[O-])cc1Cl)C1CCCCC1	0	2	2	-9	2	-6	-4	1	-11	-22
Fc1ccc(NC(=S)N2CCN(C/C=C/c3ccccc3)CC2)c(F)c1	0	9	-2	-20	-2	-8	-3	0	-4	15
O=C(CCCn1c(=O)[nH]c2ccsc2c1=O)NCc1cccs1	1	9	-2	6	-2	-3	-1	-7	-3	0
CC[C@@H](C)[C@H](NC(=O)C1CCN(C(=O)[C@@H](NS(=O)(=O)c2ccc(C)cc2)C(C)C)CC1)C(=O)O	-1	11	-1	-38	-4	0	2	0	-1	-3
COC(=O)C(C(=O)OC)=C(/C=C/C=C/N(C)C)N(C)C	7	27	-3	-18	0	4	-3	-8	3	14
Cc1ccc(-n2nc3ccc(N)cc3n2)c(C)c1	-2	-18	-6	-48	0	-11	1	-4	7	66*
CCOc1ccc(S(=O)(=O)NCCC(=O)N2CCC(Cc3ccccc3)CC2)cc1	-6	-7	5	-1	2	0	-4	2	-17	18
Cc1noc(C)c1CSCC(=O)Oc1ccc(N(C)S(=O)(=O)c2ccccc2)cc1	-8	-1	1	.	-1	-17	.	1	.	-7
COc1ccccc1NS(=O)(=O)c1ccc2oc(SCc3ccc(F)cc3)nc2c1	3	8	1	13	0	1	1	-2	6	0
Cc1nc2sc3c(c2c(=O)o1)CCC3	-3	1	6	-9	1	0	-2	3	-3	5
CC(C)CCn1c(=O)c2ccccc2n2c(CN3CCOCC3)nnc12	6	-6	4	-12	-1	-2	1	-3	-4	-2
Cc1nn(C)c(C(=O)N/N=C/c2cc3c(cc2Br)OCO3)c1Br	-5	-10	3	-36	.	-7	0	-5	-2	1
Cc1ccc(/C=C/C(=O)Nc2ncc(C)s2)o1	31	46	-2	-11	3	15	4	1	-6	-207
CCC(CC)c1nnc(NC(=O)C2CSC3(C)CCC(=O)N23)s1 (stereo unspecified)	-1	11	-1	.	-4	-4	.	-7	.	8
COC(=O)c1c(NC(=O)CC2NCCNC2=O)sc2c1CCCC2 (stereo unspecified)	-6	1	-5	-3	2	4	3	-2	-1	6
COc1ccc(Nc2nc3ccccc3n2C)cc1	16	39	-1	-70	-1	5	-2	5	3	-101
O=[N+]([O-])c1cccc(C(=S)N2CCCC2)c1	-6	-10	1	3	4	21	4	3	1	12
COC(=O)c1ccc(Oc2cc(C)nc(-n3nc(C)cc3C)n2)cc1	-19	-21	-3	82*	0	-7	7	-4	23*	65*
COc1ccc(F)cc1S(=O)(=O)N1CCCC(C)C1 (stereo unspecified)	3	3	-1	-2	-4	1	2	-5	7	8
Cc1ccc(-c2nc(CN(C)Cc3cccc4cnccc34)c(C)o2)s1	-2	3	1	-43	-5	4	-2	6	-3	-12
Nc1nc(NC2CCCCC2)nc(NCCO)c1[N+](=O)[O-]	9	21	-58*	-20	86*	-10	0	2	-5	32
CCOC(=O)C1(Cc2ccccc2)C(=O)N(CCCN(C)C)c2ccccc21 (stereo unspecified)	-3	-3	2	.	0	8	.	.	.	-18
O=C(N/C(=C/c1ccc(F)cc1)C(=O)N1CCCCC1)c1ccco1	2	5	2	-11	0	-4	2	.	-3	14
O=[N+]([O-])c1ccc2nc(/C=C/c3ccc(Cl)cc3)[nH]c2c1	-23	-27	1	-73	2	1	28*	46	7	-151
O=C(c1ccccc1Nc1ccc(SC(F)F)cc1)N1CCCCCC1	8	8	0	-15	-1	0	5	0	-3	9
FC(F)(F)c1ccccc1CNCc1ccncc1	2	28	-1	-37	1	-6	0	2	-11	1
Cn1c(SCCOc2ccccc2Cl)nnc1-c1cccs1	14	1	4	-49	-1	-2	-2	-2	0	-37
Cc1cccn2c(CN3CCSCC3)c(C(=O)N3CCOCC3)nc12	-2	-11	1	-31	2	2	0	6	0	3
COC(=O)c1cc(CNC(=O)c2ccccc2OCc2c(C)noc2C)ccc1OC	-9	-4	1	-15	0	-3	-3	-10	-2	14
CCOc1ccc(N(CC(=O)NC2CCCCCC2)S(=O)(=O)c2c(C)[nH]c(=O)[nH]c2=O)cc1	0	-2	1	-11	-3	-9	1	-1	1	12
COc1cccc(OC)c1-c1nn2c(-c3ccco3)nnc2s1	-4	11	-1	-24	4	1	2	3	5	-78
CSC1=N/C(=C\c2ccccc2)C(=O)N1C	-3	-6	-2	-28	.	7	-10	-5	-7	-46
CSc1nc(Cl)c(Cc2ccc(OC(C)C)cc2)c(N2CCOCC2)n1	2	1	-1	-2	1	-3	4	6	4	20
Cc1ccc(CN2C(=O)N/C(=C\c3cccn3-c3cccc(C(=O)O)c3)C2=O)cc1	-4	-16	0	-22	-2	1	1	2	-3	5
C=CCn1c(SCc2cccc3ccccc23)nnc1-c1cccnc1	-1	-3	-1	1	1	-14	-1	0	-5	1
Cc1cc(C)nc(NS(=O)(=O)c2ccc(NC(=O)c3nn(-c4ccccc4)ccc3=O)cc2)n1	-26	-38	0	3	0	1	-2	.	-2	-2
COCCCNC(=O)Cc1ccccc1OC	-6	-14	-3	-22	.	-15	-1	4	-4	13
